# INS promoter inh – TRM-6 insulin promoter activity inhibition | TRM-6 cells (human fetal islet line), insulin promoter-eGFP reporter, imaging; reporter expression induced with tamoxifen | inhibition, % at 2 µM | 130,000 compounds, 0.9% hits | AID 1273;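 active means inhibition above the mean plus 3 SD, with well images judged a real hit on visual review, cut at about 60% in these data, passing the limit was not always enough; inconclusive means inhibition over the cutoff but images rejected on review; inactive means inhibition not above the cutoff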
# sdo1 growth – compounds rescuing growth of sdo1-depleted yeast, bone marrow failure model. AID 817. z-score at 10 µM. S. cerevisiae sdo1-depleted JHY4D growth rescue, OD600 30 h; stronger effect = higher value; pdr5 snq2 efflux-pump mutant strain. 140,000 compounds, 0.21% hits;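 active means z-score above 3 at both the 24 hr and the 30 hr optical density reads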;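 further: z-score against mean and SD of all compound wells on the same plate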
# sdo1 growth Rescue 24 h – further read-out of sdo1 growth, marked with its call; z-score; S. cerevisiae sdo1-depleted JHY4D growth rescue, OD600; measured here: growth rescue at 24 h;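 0 is the plate mean of compound wells and units are plate SD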
# * marks the source's active call; other numbers are inactive results; ? = inconclusive; nt = not tested or not shown; & = joins results of further samples.
SMILES	INS promoter inh	sdo1 growth	sdo1 growth Rescue 24 h
Oc1c(C=C2N=c3ccccc3=N2)sc(=S)n1-c1ccc(F)cc1	0	-0.24&0.04	0.13&1.4
O=c1cc(CO)occ1OCc1ccccc1	-22	1.5	1.1
O=C1CC(c2ccc(F)cc2)SC(N(c2ccccc2)c2ccccc2)=N1 (stereo not given)	23	-1.1	-0.16
Cn1c(=O)c(-c2ccccc2)nc2ccccc21	-328	0.3	-0.23
Clc1ccc(-c2cn3c(n2)SCC3)cc1	42	nt	nt
COc1ccc(-n2c(Cc3cccn3C)nnc2SCC(=O)Nc2cccc(C)c2C)cc1	nt	-0.72	-0.62
O=C(COC(=O)c1cc([N+](=O)[O-])ccc1NCc1ccccc1Cl)NCC(F)(F)F	nt	-2.2	-1.7
Cc1cccc(NC(=O)COc2ccc(Br)cc2/C=N/O)c1	-17	-1	-0.35
Nc1nnc(CCC2CCCCC2)s1	20	0.74	0.33
COc1cccc(N(CC(=O)NC2CCCC2)C(=O)Cn2nnc(-c3ccc(C)cc3)n2)c1	nt	-0.92	-0.86
CCC(C(=O)NCCN1CCN(C)CC1)n1c(C)c2cnn(-c3ccccc3)c(=O)c2c1C (stereo not given)	58	1.3	0.71
Cc1cc(C)n2cc(CSc3nncn3C)nc2n1	12	nt	nt
CCc1c(O)nc(SCc2ccccc2)n(C(C)CC)c1=O (stereo not given)	0	-2	-1
CN(C)S(=O)(=O)c1ccc(C(=O)Oc2cc(=O)[nH]c3ccccc23)cc1	9	1.1	1
CCN(CC)S(=O)(=O)c1ccc(S(=O)(=O)N(CC(=O)Nc2ccccc2)Cc2ccco2)cc1	38	0.57	1.6
CCC(CC)NC(=O)CCCSc1nc2ccccc2[nH]1	-50	nt	nt
CC(NC(=O)COC(=O)c1ccc2c(c1)S(=O)(=O)N=C1CCCCCN12)C12CC3CC(CC(C3)C1)C2 (stereo not given)	nt	-0.45	0.58
N#Cc1cn(CC(=O)NCCc2c[nH]c3ccccc23)c2ccccc12	-9	0.56	-0.33
Cc1ccc(NC(=O)COC(=O)COc2ccc(Cl)cc2)c([N+](=O)[O-])c1	-264	-0.32	-0.25
O=C(CNC(=O)c1cccs1)NCC(=O)OCc1ccc(Cl)cc1	45	0.42	0.28
CCOc1ccc(-c2nnc(N)o2)cc1	-19	0.46	0.38
COc1ccc(NC(=O)c2cn(CCC#N)nc2-c2cccs2)cc1	35	0.72	-0.19
COC(=O)CSc1nc2c(c(=O)[nH]c(=O)n2C)n1CCC(C)C	44	1.4	1.4
COc1cc(CC(C#N)(CO)c2nc3ccccc3[nH]2)ccc1OC(F)F (stereo not given)	-11	0.33	-0.21
O=c1[nH][nH]c(-c2ccccc2O)c1C(C[N+](=O)[O-])c1ccccc1 (stereo not given)	-7	-0.4	-0.64
Cc1ccc(-c2nnc(SCC(=O)N/N=C/c3ccc(C)s3)n2-c2ccc(C)cc2)cc1	nt	-0.35	0.66
COc1ccccc1N=NC1=C(O)CC(C)(C)CC1=O	-50	-1.6	-1.5
O=C(CSc1nncn1-c1ccccc1)c1c[nH]c2ccccc12	35	nt	nt
Cc1cc(C)nc(Nc2n[nH]c(-c3ccc(N)cc3)n2)n1	nt	0.73	1.1
COC(=O)c1sccc1NC(=O)c1ccncc1	0	0.44	0.08

# Additional entries follow:
SMILES	INS promoter inh	sdo1 growth	sdo1 growth Rescue 24 h
Cc1ccc(C(=O)Nc2ccc3c(c2)ncn3C)cc1	-140	0.75	-0.03
COc1ccc(-c2nnc(-c3ccc(N(C)C)cc3)o2)cc1	-30	0.04	0.82
CC(=O)c1cccc(NC(=O)NCCS(C)=O)c1 (stereo not given)	nt	0.03	-0.37
COc1ccc(C(=O)Nc2ncc3c(n2)CC(C)CC3=O)cc1 (stereo not given)	36	nt	nt
COc1ccccc1CNC(=O)c1c(O)c2cc(OC)c(OC)cc2[nH]c1=O	nt	-0.12	1.6
COC(=O)CCN1CCC(C(N)=O)CC1	42	0.78	0.39
Nc1nc(N)nc(-c2ccccn2)n1	23	0.21	0.01
O=C(CSc1n[nH]c(-c2ccc(S(=O)(=O)NC3CCCCC3)cc2)n1)N1CCCC1	42	1.3	1.2
CCn1c2ccccc2c2cc(NC(=O)CSc3nccc(=O)[nH]3)ccc21	-13	nt	nt
O=C(c1ccc(CN2CCOCC2)cc1)N1CCN(Cc2ccccc2)CC1	nt	0.1	0
COc1ccc2c(c1OC)C(=O)N1c3ccccc3SC21 (stereo not given)	62	0.16	1.1
Cc1cc(CN(C)C(=O)CC2C(=O)NCCN2CC(c2ccccc2)c2ccccc2)on1 (stereo not given)	7	nt	nt
Cc1ccc2cc(CN(Cc3cccs3)Cc3nnnn3CC3CCCO3)c(=O)[nH]c2c1 (stereo not given)	nt	0.1	0.26
Cc1ccc(SCC(=O)Nc2cccnc2)cc1	44	nt	nt
O=C(OC(C(=O)NC1CCCCC1)c1ccccn1)c1cccs1 (stereo not given)	-3	-0.03	-0.32
CCOC(=O)c1ccc(NC(=O)CCOc2ccc(C)cc2)cc1	-10	-0.43	-0.19
Cc1cccc(CSC2=NCCN2C(=O)C2CC2)c1	nt	-0.52	-0.61
Cc1ccc(S(=O)(=O)c2ccc(-n3nc(C)cc3N)cc2)cc1	42	nt	nt
COc1ccc(C(=O)Nc2ccc(S(=O)(=O)NCc3ccco3)cc2)cc1OC	-100	-0.61	-0.75
CCC(Sc1nc(C)cc(=O)[nH]1)C(=O)Nc1sc2c(c1C#N)CCCC2 (stereo not given)	0	-1.1	-0.96
O=C(CSc1nnc(Cc2ccccc2)n1-c1ccc(Cl)cc1)N1CCOCC1	26	0.13	-0.68
CCc1cccc(NS(=O)(=O)c2ccc3c(c2)NC(=O)CC(=O)N3)c1	47	nt	nt
CSc1nc(C)cc(SCCO)n1	nt	1.1	1.2
N=C1C(c2nc3ccccc3[nH]2)=C(O)CN1c1ccc(F)cc1	1	-0.18	-0.39
Cc1ccc(-c2noc(-c3ccccc3F)n2)cc1	5	nt	nt
Cc1cccc(NC2=NCC(=O)N2CCc2ccccc2)c1	31	1.2	0.36
CC1CCC(NC(=O)CN2CCCN(Cc3ccc(F)cc3Cl)C2=O)CC1 (stereo not given)	nt	0.55	1.8
CCCCNc1ccccc1C(=O)OCC(=O)Nc1ccc(S(N)(=O)=O)cc1	-24	-0.24	-0.21
CC(=O)Nn1c(C)nnc1-n1nc(C)cc1C	26	0.35	-0.18
O=C(CSc1cn(CC(=O)N2CCCC2)c2ccccc12)NCC1CCCO1 (stereo not given)	-63	nt	nt

# Overlap with the part before: 7 entries, followed by the next part.
SMILES	INS promoter inh	sdo1 growth	sdo1 growth Rescue 24 h
N=C1C(c2nc3ccccc3[nH]2)=C(O)CN1c1ccc(F)cc1	1	-0.18	-0.39
Cc1ccc(-c2noc(-c3ccccc3F)n2)cc1	5	nt	nt
Cc1cccc(NC2=NCC(=O)N2CCc2ccccc2)c1	31	1.2	0.36
CC1CCC(NC(=O)CN2CCCN(Cc3ccc(F)cc3Cl)C2=O)CC1 (stereo not given)	nt	0.55	1.8
CCCCNc1ccccc1C(=O)OCC(=O)Nc1ccc(S(N)(=O)=O)cc1	-24	-0.24	-0.21
CC(=O)Nn1c(C)nnc1-n1nc(C)cc1C	26	0.35	-0.18
O=C(CSc1cn(CC(=O)N2CCCC2)c2ccccc12)NCC1CCCO1 (stereo not given)	-63	nt	nt
O=C(NC(=S)Nc1ccccc1N1CCOCC1)c1sc2ccccc2c1Cl	-5	-0.79	0.19
CCN(C(=O)c1cc2cccc(OC)c2oc1=O)C1CCCCC1	-85	0.09	0.66
COC(=O)C1=C(C)N(CCc2ccccc2)C(=O)C1	30	-0.42	-0.47
CCOc1cc(C2NC(=S)NC(C)=C2C(=O)Nc2ccc(OC)cc2)ccc1O (stereo not given)	-69	0.91	0.73
CN(C)C(=O)C[n+]1ccc(/C=N/O)cc1	-17	1	0.03
CCc1c(C)c2cc(Cl)c(O)c(CN(CC)CC)c2oc1=O	-119	0.53	0.6
CCN(CCO)Cc1csc2cccc(Br)c12	nt	0.89	-0.24
Cc1ccc(NC(=O)CSc2nnc(CCCCCNC(=O)OC(C)(C)C)o2)c(C)c1	0	-0.41	-0.43
CCCCSc1nc(C)cc(SCC(=O)N/N=C/c2cccc(OC)c2O)n1	nt	-1.1	-0.55
CCN(CC(=O)NC(C)(C)C)C(=O)CCl	-39	1.6	0.79
O=C(Nc1ccncc1)c1ccc2c(c1)C(=O)N(CC1CCCO1)C2=O (stereo not given)	-37	0.07	-0.43
Cc1ccc(S(=O)(=O)N2CCC(C(=O)N(C)C3CCS(=O)(=O)C3)CC2)cc1 (stereo not given)	17	0.1	-0.82
CCn1c(C(=O)NCc2cccnc2)cc2sc(Cl)cc21	nt	-1.4	-0.74
CC(=O)c1cccc(NC(=O)Cc2ccc3c(c2)CCCC3)c1	nt	-0.17	0.02
Cc1cccc(NS(=O)(=O)c2c(C)noc2C)c1	64	nt	nt
CC(O)CNC(=S)Nc1ccccc1 (stereo not given)	21	nt	nt
CCCCN(CCCNC(=O)CN1C(=O)COc2ccccc21)c1ccccc1	nt	-1.1	-0.99
COc1ccc(C)cc1NC(=O)CSc1nnc(CC(=O)Nc2cccc(C(F)(F)F)c2)n1C	24	0.34	0.54
Cc1cc(O)cc(=O)n1C	0	nt	nt
COc1cc(C(=O)NCc2nnc(SCC(=O)N3CCC(C)CC3)o2)cc(OC)c1OC	21	-0.16	-0.45
Cc1ccc(Oc2nc3ccccc3n3c(C)nnc23)cc1	nt	0.75	1.1
CC(=O)c1ccc(N2CCN(C(=O)c3n[nH]c4ccccc34)CC2)cc1	33	nt	nt
CN1CCN(S(=O)(=O)c2ccc(C(=O)Nc3ccccc3)cc2)CC1	17	-1.1	-1.7
O=C(O)c1ccc(CSc2nnc(-c3ccncc3)n2CC2CCCO2)cc1 (stereo not given)	22	0.62	0.55
O=C(CSC1=NCCS1)Nc1ccccc1F	nt	-0.05	-0.54
O=C(COC(=O)C1CCCN1C(=O)c1cccs1)Nc1ccc2c(c1)OCO2 (stereo not given)	-47	-0.53	-1.1
CC(=O)c1ccccc1NC(=O)Cn1c(=O)cnc2ccccc21	-12	0.15	0.59
CC1CCC2C(=O)N(c3ccc(C(=O)NCc4ccccc4)cc3)C(=O)C2C1 (stereo not given)	-28	0.04	-0.16
O=C(O)CCCC(=O)Nc1ccc(N=Nc2ccccc2)cc1	?	nt	nt
Cc1ccc(C)c(OCC(=O)NCC(C)C)c1C	-113	-0.34	0.07

# Sorted by the number under sdo1 growth Rescue 24 h (smallest number first): three of the compounds above
SMILES	INS promoter inh	sdo1 growth	sdo1 growth Rescue 24 h
CCn1c(C(=O)NCc2cccnc2)cc2sc(Cl)cc21	nt	-1.4	-0.74
COc1cc(C(=O)NCc2nnc(SCC(=O)N3CCC(C)CC3)o2)cc(OC)c1OC	21	-0.16	-0.45
CC(=O)c1cccc(NC(=O)Cc2ccc3c(c2)CCCC3)c1	nt	-0.17	0.02

# Later entries:
SMILES	INS promoter inh	sdo1 growth	sdo1 growth Rescue 24 h
CSc1n[nH]c2nc3c(c(=O)n12)C1(CCCC1)Cc1ccccc1-3	32	-1.3	-0.27
Cc1ccc(C2(CC(=O)N3CCCC3)CCOC(C(C)C)C2)cc1 (stereo not given)	-69	0.1	0.44
Cc1nn(C)c(C)c1C(=O)NN	29	0.67	0.39
Fc1ccc(C(c2nnnn2C2CCCC2)N2CCN(Cc3ccncc3)CC2)cc1 (stereo not given)	-32	0.58	-0.26
CC(=O)N1CCc2c(sc(NC(=O)c3ccc([N+](=O)[O-])o3)c2C#N)C1	-274	nt	nt
CCC(C)(NC(=O)c1ccc2c(c1)OCO2)C(=O)NC1CCCCC1 (stereo not given)	-20	nt	nt
S=c1[nH]nc(CSCc2ccc(Cl)cc2Cl)n1-c1ccccc1	16	-1.7	-0.86
Cc1ccc(NC(=O)COC(=O)c2cc(Cl)ccc2[N+](=O)[O-])c(C)c1	0	-0.78	-1.2
Cc1cccc(C(C)C)c1NC(=O)COC(=O)c1cccc(S(=O)(=O)N2CCc3ccccc3C2)c1	21	1.7	3.4
COC(=O)[C@@]1(Cc2ccc(F)cc2)[C@H]2c3cc(C(=O)N(C)C)n(Cc4nc5ccccc5[nH]4)c3C[C@H]2CN1C(=O)c1ccccc1	32	0.61	1.3
CCSc1nnc(-c2ccc(Cl)cc2Cl)o1	-79	-0.39	-0.36
CCN1C(=O)CCCc2ccccc21	47	nt	nt
COC(=O)[C@@H]1CC[C@H](C)[C@@H](c2ccc(C)cc2)N1C(=O)c1ccc(/C=N/OC[C@@H](O)COCc2ccco2)cc1	-10	-0.85	0.4
CC(C)CC1C(C#N)=C(N)SC(N)=C1C#N	29	-0.18	-0.16
CC(NC(=O)c1ccc(-c2cc(C(F)(F)F)ccc2Cl)o1)c1ccccc1 (stereo not given)	8	-0.1	0.39
O=C(CCc1nnc(CCCCc2ccccc2)o1)NCc1cccc(F)c1	-83	nt	nt
Cn1cnc([N+](=O)[O-])c1Sc1ccccc1	39	0.29	-0.04
Cn1c(NC(=O)c2ccc(Cl)s2)cc(=O)n(C)c1=O	31	1.6	1.6
C=CCC(NCc1ccccc1)c1ccco1 (stereo not given)	-19	0.3	-0.18

# Source: PubChem

# The list is partial; the hit share may differ from the screen's.
